INS-1E GSIS act: GLuc luminescence reporter in INS-1E cells, primary screen for activators of glucose-dependent secretion of insulin; INS-1E GLuc reporter insulin secretion, 2-3 h; activation, % at 16.6 µM; 370,000 compounds, 0.61% hits;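 active means lowest replicate activation of at least 40%, so every replicate reaches that level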;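 further: 0% = median of neutral control wells and 100% = median of IBMX positive control wells; some compounds called inactive have numbers as strong as hits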
DENV2 CPE: inhibitors of DENV2 cytopathic effect, primary screen, cell-based, plate reader, single concentration; DENV2-infected cells, cytopathic effect rescue; CPE inhibition, % at 9.99 µM; 350,000 compounds, 1.7% hits; AID 651640, 2012; in the data active means CPE inhibition above about 20%, passing the limit was not always enough; inconclusive means no clear call, values can overlap the other calls; tested in BHK-21 cells;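 further: 0% = median of neutral control wells and 100% = median of positive control wells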
F508del corr: F508del CFTR correction, initial screen, CFBE line, single point. CFBE cells, YFP halide quenching; stimulated with forskolin plus potentiator P3; % fluorescence drop versus neutral controls. activity (quench increase), % at 7.58 µM. 350,000 compounds, 0.36% hits;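 active means mean added fluorescence quench of at least 8% versus neutral control, with both replicates also reaching 8%; inconclusive means only one of the mean or replicate conditions met; inactive means mean below 8% and not both replicates reaching 8%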;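 further: cells transiently co-express mutant CFTR-F508del with the halide-sensitive YFP; corrector assay measuring rescue of mutant channel to the surface after 24 h compound exposure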
EWS-Fli block: EWS/Fli-driven NR0B1 reporter inhibitors, primary screen, A673 cells, NR0B1 luciferase, luminescence, MLPCN library; viability-normalised; inhibition, % at 12.6 µM; 350,000 compounds, 0.67% hits;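 active means mean inhibition of at least 50% after viability correction, with every replicate also passing that limit; inconclusive means mean reaches 50% but only one of two replicates passes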;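 further: firefly luciferase signal divided by Alamar Blue viability fluorescence both relative to DMSO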
miR-122 sensor: miR-122 Renilla sensor signal increase in Huh7, primary screen, miR-122 inhibitor project, cell-based, single point, plate reader; Huh7 miR-122 Renilla luciferase sensor, 48 h; neutral wells = 0, positive control = 100; AID 602342, 2012; 340,000 compounds, 0.3% hits; activation (reporter increase), % at 12.5 µM;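 active means mean replicate activation score at least 90 and every replicate individually at or above 90; inconclusive means only one of the two criteria met; inactive means neither criterion met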;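 further: higher luciferase means less miR-122 activity so hits act as miR-122 inhibitors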
PAX8 inh HTS: inhibitors of PAX8-driven TPO luciferase reporter, primary screen, RMG-I cells, single concentration; SteadyGlo, 24 h; inhibition, % at 12.6 µM; 360,000 compounds, 1.2% hits; AID 652154, 2013;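 active means mean replicate inhibition at least 60% with every replicate also reaching 60%; inconclusive means only one of the two criteria is met; inactive means mean below 60% and not all replicates reaching 60%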;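 further: luciferase light reporting Pax8 driven TPO promoter activity; plate controls were median of neutral control wells for no effect and mitoxantrone controls for full effect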
FN deposition inh: inhibitors of fibronectin matrix deposition, primary screen, AH1F cells, Alexa488-fibronectin fluorescence, plate reader | inhibition, % at 12.6 µM | 350,000 compounds, 0.086% hits | AH1F fibroblasts, overnight;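 active means mean inhibition across replicates of 30% or more, regardless of how many single replicates reach that level; inconclusive means mean under 30% yet at least half of replicates reach 30%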;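 further: positive control wells lacked labelled fibronectin entirely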
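Material: AH1F fibroblast monolayer depositing Alexa488-labelled fibronectin into matrix | Input: 10000 AH1F cells/well | Medium: DMEM plus 2% serum, read in PBS | Reagent: Alexa488-fibronectin, 24 nM final in well | Compound dosing: One dose per compound, pinned | Schedule: 1 h adhesion, overnight exposure | Measured by: Fluorescence at 485 nm excitation, 525 nm emission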
Active calls of the source: *; ? = inconclusive; nt = not tested or not shown; [ ] = dose if it differs, or a comment. Hits appear at their usual frequency; about 3.9% have a hit in one of these screens.

SMILES | INS-1E GSIS act | DENV2 CPE | F508del corr | EWS-Fli block | miR-122 sensor | PAX8 inh HTS | FN deposition inh
COc1ccc(C(=O)C2CCCN(C(=O)CCc3scnc3C)C2)c(C)c1 (stereo not drawn) | -4 | -2 | 2.7 | 13 | nt | 9 | -2
COc1ccc(/C=C/C(=O)Nc2cc(C)nn2-c2nc3ccccc3n2Cc2cccc([N+](=O)[O-])c2)cc1 | -10 | nt | nt | nt | ? | -6 | 6
COc1ccc(NC(=O)CN2C(=O)C3CC=CCC3C2=O)cc1Cl (stereo not drawn) | 0 | 1 | 1.9 | -3 | 2 | -2 | nt
Cc1ccc(S(=O)(=O)NCC(C)n2nc(C)cc2C)cc1 (stereo not drawn) | 10 | -6 | 1.0 | 3 | nt | -4 | 3
Cc1c2c(nc3c(C(=O)NC4CCCC4)cnn13)CCCC2 | 32 | nt | nt | nt | 0 | nt | -16
O=C(Nc1ccccc1)c1ccc[nH]1 | 2 | -4 | 0.7 | -11 | 0 | 1 | -2
O=C(COc1ccccc1)Nc1nnc(C23CC4CC(CC(C4)C2)C3)s1 | 1 | 4 | -2.2 | -64 | -4 | -15 | -1
CCOc1ccc(OCC)c(NC(=O)c2nnn(CC(=O)Nc3cc(C)cc(C)c3)c2N)c1 | -4 | 1 | -3.8 | 30 | -8 | 9 | 6
O=C(Cn1cnc2c(nnn2Cc2ccccc2)c1=O)c1ccc(Cl)cc1 | 11 | -1 | 4.0 | 3 | -3 | 7 | 6
O=C(COc1cccnc1[N+](=O)[O-])Nc1ccc(F)cc1 | -5 | 11 | 0.5 | -2 | -3 | -21 | 4
C=CCc1ccccc1OCC(O)CN1CCOCC1 (stereo not drawn) | nt | -2 | 1.5 | 3 | -2 | 25 | 22
COc1ccccc1CC(=O)Nc1ccc2c(C)cc(=O)oc2c1 | 6 | 1 | 2.6 | -9 | 2 | -1 | 8
Cc1c(C(=O)OCC(=O)NC2CC2)oc2ccc(Br)cc12 | 12 | -8 | -0.7 | -6 | 0 | -11 | 3
COCC#Cc1ccc2c(c1)O[C@H](CN(C)Cc1ccccc1)[C@H](C)CN([C@H](C)CO)S2(=O)=O | 9 | 2 | 0.6 | 4 | 9[16.7 µM] | nt | nt
O=C(O)c1cc(Cl)ccc1NC(=O)C1CCCO1 (stereo not drawn) | -7 | 7 | -0.3 | 5 | -6 | nt | nt
CC(=O)OCCCn1c(C)[n+](C)c2cc(Cl)c(Cl)cc21 | -30 | 2 | -1.7 | -15 | 9 | -1 | -6
CCc1nc2c(OCc3ccc(C(=O)N(C)C)cc3)cccn2c1N(C)C(=O)c1ccc(C)cc1 | -6 | -1 | -0.5 | 10 | 1 | 18 | -2
O=C(CSc1nc(C2CC2)nc2ccccc12)Nc1ccccc1Cl | 15 | 19 | -2.7 | 10 | nt | -2 | 4
CCn1cc(C(=O)NCc2ccc(Cl)cc2)c(=O)c2cc(S(=O)(=O)N3CCOCC3)ccc21 | -9 | 11 | 1.0 | 11 | -9 | 4 | 15
O=C(CNC(=S)N(Cc1ccccc1)Cc1ccccc1F)NCc1ccc(Cl)cc1 | -17 | 5 | 2.2 | 6 | nt | -3 | -2
Cc1cccc(NC(=O)COc2coc(CN3CCN(c4ccccc4)CC3)cc2=O)c1C | -13 | -8 | 0.1 | 37 | 0 | 32 | 1
Cc1cccc(-n2cc(CNCCc3nc(C)cc(C)n3)c(-c3cccc(F)c3)n2)c1 | -40 | -3 | 0.5 | 10 | -4 | 1 | 4
C[C@H](CO)N1C[C@H](C)[C@H](CN(C)C(=O)Nc2ccc(C(F)(F)F)cc2)Oc2c(NC(=O)Nc3ccc(F)cc3)cccc2C1=O | -31 | 2 | 0.4 | -2 | -17[16.7 µM] | 17 | 3
COc1ccc(C(=O)N/C(=C/c2cccnc2)C(=O)N2CCCCCC2)cc1OC | -5 | -4 | -2.1 | -7 | 0 | -6 | -4
COc1cccc(/C=C/C(=O)OCC(=O)NCc2ccc(Cl)cc2)c1 | 5 | 3 | nt | 0 | 5 | -14 | nt
CCCNC(=O)N(C)C[C@@H]1Oc2cc(C#CCN(C)C)ccc2S(=O)(=O)N([C@@H](C)CO)C[C@@H]1C | 10 | 1 | 0.7 | 5 | 2[16.7 µM] | nt | 0
NCC[C@@H]1CC[C@@H](NC(=O)Cc2ccncc2)[C@@H](CO)O1 | 4 | 5 | -1.3 | -8 | nt | -19 | -2
COc1ccccc1NS(=O)(=O)c1cccc(NC(=O)c2[nH]c(C)c(C(C)=O)c2C)c1 | -27 | 0 | 1.5 | 14 | ? | 26 | -6
Cc1ccc(S(=O)(=O)N2CCOCC2)cc1C(=O)NNC(=O)c1ccoc1C | 7 | -7 | -1.7 | -1 | -4 | -11 | -20
CN(CC(=O)N1CCN(Cc2ccccc2)CC1)S(=O)(=O)c1ccc(Br)cc1 | -14 | -13 | -1.9 | 17 | 0 | nt | 1
CCOC(=O)CSc1c(-c2ccccc2)c2cc(Cl)ccc2[nH]c1=O | -26 | -11 | -1.0 | -8 | -8 | 19 | -6
Nn1c(COc2ccccc2F)nnc1SCC(=O)NCC1CCCO1 (stereo not drawn) | nt | -5 | 0.1 | -2 | 4 | -3 | -8
CCCN(CC(=O)Nc1ccccc1C)C(=O)Cc1coc2cc(C)ccc12 | -30 | -3 | 4.5 | -2 | nt | 14 | 1
CC1CC2=C(CC1/C=N/NC(N)=S)C(C)(C)CCC2 (stereo not drawn) | -14 | -4 | -0.7 | 1 | -12 | nt | nt
COc1ccc(NC(=O)c2cccc3c2C(=O)c2ccc(-c4ccc(F)cc4OCc4ccccc4)cc2S3(=O)=O)cc1 | 8 | 4 | 1.4 | 2 | -1 | -10 | -4
CC(C)=CCN1CCN(CCC2=C(C)CCCC2(C)C)CC1CCO (stereo not drawn) | -6 | -1 | 3.4 | 0 | nt | 13 | -6
CCOc1ccc(S(=O)(=O)N2CCC(C(=O)NC3CCCCC3)CC2)cc1 | 16 | -5 | 0.1 | 1 | 2 | 6 | -2
C[C@@H]1CCCCO[C@@H](CN(C)S(=O)(=O)c2ccc(F)cc2)[C@@H](C)CN([C@@H](C)CO)C(=O)c2cc(NC(=O)Cc3ccccc3)ccc2O1 | -6 | -3 | -2.9 | -2 | 0[16.7 µM] | 3 | 2
Cc1cc([N+](=O)[O-])nn1CC(=O)N1CCN(Cc2ccccc2)CC1 | -6 | 1 | 0.4 | 1 | nt | 11 | -10
CCNS(=O)(=O)c1ccc(CCC(=O)N2CCOCC2)cc1 | 20 | 2 | -0.8 | 5 | 0 | 8 | 6
Cc1occc1C(=O)Nc1c(F)cc(F)cc1Br | -20 | 0 | 0.0 | 4 | -4 | nt | nt
COC(=O)c1ccc(Cn2ccc(=O)[nH]c2=O)cc1 | nt | ? | -0.6 | 7 | -16 | -14 | nt
Cc1ccc(NC(=O)c2ncn(CC(=O)NCC(C)c3ccccc3)n2)cc1C (stereo not drawn) | -38 | 0 | -2.9 | -30 | 24 | -16 | 4
COc1ccc(CN(C)CC(=O)Nc2cccc(S(=O)(=O)N(C)c3ccccc3)c2)c(OC)c1 | -19 | 11 | -0.4 | 9 | 6 | 8 | -1
CC(=O)NCC(=O)OCC(=O)c1ccc(C)c(C)c1 | 3 | -3 | -1.9 | 12 | -2 | nt | nt
O=C(C1CCCN(S(=O)(=O)c2ccccc2[N+](=O)[O-])C1)N1CCCC1 (stereo not drawn) | 15 | -7 | -1.3 | 0 | nt | -3 | 2
CC(C)CN(C(=O)CSc1ncnc2ccccc12)C1CCS(=O)(=O)C1 (stereo not drawn) | 21 | -1 | 1.1 | -4 | -2 | 41 | -6
Cn1c(SCC(=O)Nc2ccc(NC(=O)c3ccccc3)cc2)nnc1-c1ccncc1 | 19 | 8 | -1.7 | -25 | -5 | 10 | -5
CN(C)CCN1CCN(C2CN(CCc3ccccc3)S(=O)(=O)C2)CC1 (stereo not drawn) | -4 | -5 | -5.4 | -1 | -1 | 8 | -4
Cc1ccc([C@H]2N[C@]3(CCCN(Cc4ccc(C(F)(F)F)cc4)C3=O)[C@H]3C(=O)N(C)C(=O)[C@@H]23)cc1 | nt | -2 | 0.5 | 3 | -1 | 7 | 3
CC(=O)Nc1ccc(CN2CCN(C3CCCC3)C(CCO)C2)cc1 (stereo not drawn) | 5 | -3 | 2.3 | 2 | -8 | 2 | 7
COc1ccccc1CNC(=O)N1CCN(S(=O)(=O)c2ccccc2)CC1 | -7 | -2 | 2.3 | 1 | -2 | 7 | 3
CC(C)NC(=O)Nc1ccc2c(c1)C(=O)N([C@H](C)CO)C[C@H](C)[C@H](CN(C)C(=O)c1ccccc1)OCCCC[C@@H](C)O2 | 31 | 0 | 0.4 | -2 | -2[16.7 µM] | -16 | nt
CO[C@H]1CN(C)C(=O)c2ccc(NC(=O)Cc3ccccc3)cc2OC[C@H](C)N(C)C[C@@H]1C | 8 | -5 | 2.1 | nt | nt | nt | 9
CCc1cc(C(=O)OC)c(NC(=O)c2cc(Br)cs2)s1 | 9 | 1 | 0.6 | -10 | 2 | nt | nt
CCc1ccc(Nc2n[n+](C)c(-c3ccncc3)s2)cc1 | 7 | 17 | -0.4 | -9 | 0 | 20 | -5
CO[C@H]1CN(C)C(=O)c2ccc(NS(=O)(=O)c3cccc(F)c3)cc2OC[C@@H](C)N(C(=O)Cc2cccnc2)C[C@H]1C | 0 | -7 | 1.9 | -2 | nt | -15 | 6
CN(C(=O)COC(=O)c1ccc(=O)n(Cc2ccccc2)n1)c1ccccc1 | 8 | 10 | -4.0 | -6 | nt | -26 | nt
Cc1ccc(C(=O)NCCCNC(=O)Cc2ccc(Cl)cc2)cn1 | -7 | 15 | -1.5 | -5 | 0 | 11 | 3
CCC(=O)N(C)C[C@H]1Oc2cc(-c3cccc(C#N)c3)ccc2S(=O)(=O)N([C@H](C)CO)C[C@H]1C | -5 | -14 | -1.1 | 14 | -12[16.7 µM] | nt | -9

Whole records as entered above.
CO[C@H]1CN(C)C(=O)c2ccc(NS(=O)(=O)c3cccc(F)c3)cc2OC[C@@H](C)N(C(=O)Cc2cccnc2)C[C@H]1C is entered as INS-1E GSIS act = 0; DENV2 CPE = -7; F508del corr = 1.9; EWS-Fli block = -2; miR-122 sensor = nt; PAX8 inh HTS = -15; FN deposition inh = 6
CCC(=O)N(C)C[C@H]1Oc2cc(-c3cccc(C#N)c3)ccc2S(=O)(=O)N([C@H](C)CO)C[C@H]1C is entered as INS-1E GSIS act = -5; DENV2 CPE = -14; F508del corr = -1.1; EWS-Fli block = 14; miR-122 sensor = -12[16.7 µM]; PAX8 inh HTS = nt; FN deposition inh = -9

Going on with the list:
SMILES | INS-1E GSIS act | DENV2 CPE | F508del corr | EWS-Fli block | miR-122 sensor | PAX8 inh HTS | FN deposition inh
COC(=O)c1cccc(N2C(=O)C(Cl)=C(N3CCOCC3)C2=O)c1 | nt | nt | nt | nt | -5 | 18 | 9
CC(N)c1csc(Nc2ccc(C(=O)NCCO)cc2)n1 (stereo not drawn) | 12 | -4 | 0.3 | -1 | -4 | 3 | 1
CN1CCN(c2nc3c(c(=O)n(C)c(=O)n3C)n2Cc2ccccc2Cl)CC1 | -3 | -3 | 0.3 | 18 | -2 | 9 | 0
O=S(=O)(NCc1csc(-c2cccnc2)n1)c1ccc(Cl)s1 | nt | 4 | -2.8 | 0 | nt | 1 | 4
COc1ccc(NC(=O)Nc2ccc3c(c2)C(=O)N([C@H](C)CO)C[C@H](C)[C@H](CN(C)Cc2ccccc2)O3)cc1 | -6 | -7 | -1.9 | 4 | 7[16.7 µM] | -7 | nt
